# SENP8 inh = blocks human SENP8 cleavage of Nedd8 substrate. inhibition, % at 20 µM. 360,000 tested, 0.64% active. recombinant SENP8, Nedd8 substrate fluorescence; in the data active means inhibition mostly above about 40%, no sharp cut-off; inactive means mostly below about 27%
# SENP6 inh = SENP6 protease inhibition; Q9GZR1; Recombinant SENP6 catalytic domain, aminoluciferin luminescence; inhibition, % at 10 µM; 330,000 tested, 1.8% active; AID 2599;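 active means inhibition above about 50% at the single tested dose, limit read from the data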;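 further: plate controls were DMSO wells with enzyme for no effect and DMSO wells lacking enzyme for full effect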
# Target sequence (Q9GZR1 628-1112 limits assumed): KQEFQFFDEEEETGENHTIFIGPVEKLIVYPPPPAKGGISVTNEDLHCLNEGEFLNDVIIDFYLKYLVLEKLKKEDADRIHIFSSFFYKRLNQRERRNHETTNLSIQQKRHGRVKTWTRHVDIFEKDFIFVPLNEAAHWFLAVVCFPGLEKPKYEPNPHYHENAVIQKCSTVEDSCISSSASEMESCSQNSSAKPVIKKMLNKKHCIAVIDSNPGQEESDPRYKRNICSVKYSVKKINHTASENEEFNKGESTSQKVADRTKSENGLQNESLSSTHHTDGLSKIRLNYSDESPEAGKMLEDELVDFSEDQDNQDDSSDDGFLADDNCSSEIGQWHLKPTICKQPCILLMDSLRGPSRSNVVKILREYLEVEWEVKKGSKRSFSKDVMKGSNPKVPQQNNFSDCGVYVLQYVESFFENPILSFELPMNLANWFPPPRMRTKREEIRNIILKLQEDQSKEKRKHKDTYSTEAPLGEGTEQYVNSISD
# MPTP inh = permeability transition pore inhibition. isolated mouse mitochondria, Ca2+ swelling absorbance, 30 min. inhibition, % at 10 µM. 360,000 tested, 1.4% active;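 active means inhibition of 50% or more, scaled per plate between neutral and stimulator controls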;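 further: 0% = DMSO wells given calcium and 100% = 1 mM EGTA wells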
# GRIN3A LBD mod = modulates the human NR3A ligand-binding domain; Tm shift relative to glycine control, % at 25 µM; 340,000 tested, 2.5% active; NR3A LBD differential scanning fluorimetry, Tm shift; 0% = protein alone, 100% = glycine-bound protein;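 active means melting temperature shift of at least 10% of the positive control shift, at one fixed dose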
# hIAP activ = increases human intestinal alkaline phosphatase activity; P09923; AID 2524; activation factor at 10 µM; 330,000 tested, 0.16% active; purified human IAP, CDP-Star luminescence, 30 min; stronger effect = higher value; 1 = vehicle-only enzyme, 0 = enzyme-free background;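 active means activation factor of the enzyme at least 2-fold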; further: the source names both 10 and 20 µM as test concentration; values of inactives mirror those of a sister screen read the other way
# SENP1 inh = blocks the human SENP1 SUMO protease catalytic domain. 360,000 tested, 0.21% active. Q9P0U3. inhibition, % at 10 µM. recombinant SENP1 catalytic domain, CyPet-SUMO1-YPet FRET cleavage;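 active means inhibition at least 30% at 10 µM, raw YFP signal under a set limit, fluorescence ratio 0.5 to 1.5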;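 further: 0% = enzyme with DMSO and 100% = no enzyme wells; some results filed as inactive read as strong as hits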
# Target sequence (Q9P0U3 419-644 limits assumed): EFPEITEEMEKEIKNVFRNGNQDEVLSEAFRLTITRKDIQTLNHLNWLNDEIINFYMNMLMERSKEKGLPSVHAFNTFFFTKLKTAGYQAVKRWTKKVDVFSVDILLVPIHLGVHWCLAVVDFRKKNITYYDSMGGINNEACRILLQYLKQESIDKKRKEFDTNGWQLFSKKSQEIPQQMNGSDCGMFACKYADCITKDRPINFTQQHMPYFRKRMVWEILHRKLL
#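 Test system: recombinant human SENP1 catalytic domain, His6-tagged / Medium: pH 8 Tris buffer with EDTA, NaCl, BME, BSA, NP40, catalase / Also added: SUMO1 FRET substrate flanked by Cypet and Ypet, 25 nM / Times: 50 min reaction at room temperature / Signal: FRET, CFP and YFP emission / Control set: no-enzyme low control and enzyme-plus-DMSO high control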
# ATG4B inhibitor = blocks human ATG4B protease cleavage of LC3 substrate; ATG4B cleavage of LC3-PLA2, NBD-HPC fluorescence, 1 h; inhibition, % at 8.33 µM; 340,000 tested, 0.51% active; in the data active means inhibition above about 40%
# Target sequence (Q9Y4P1 whole entry, looked up): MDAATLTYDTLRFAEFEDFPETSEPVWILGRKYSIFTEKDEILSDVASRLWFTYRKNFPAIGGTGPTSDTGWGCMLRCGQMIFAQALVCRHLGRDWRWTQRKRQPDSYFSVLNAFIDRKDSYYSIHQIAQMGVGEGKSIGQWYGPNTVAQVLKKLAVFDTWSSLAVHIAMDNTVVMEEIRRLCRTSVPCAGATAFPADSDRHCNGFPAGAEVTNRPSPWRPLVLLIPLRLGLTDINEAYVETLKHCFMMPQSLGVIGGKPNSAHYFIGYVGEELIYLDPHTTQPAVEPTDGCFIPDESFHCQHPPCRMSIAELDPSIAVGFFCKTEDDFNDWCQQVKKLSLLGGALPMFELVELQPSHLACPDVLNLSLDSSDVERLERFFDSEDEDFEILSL
# PfGluPho inh = PfG6PD (Plasmodium falciparum) enzyme inhibition. PfGluPho enzyme, NADPH resazurin-diaphorase fluorescence. inhibition, % at 20 µM. 350,000 tested, 0.78% active. AID 504690;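 active means inhibition reaching at least a set limit at 20 µM in the primary screen, cut at about 59% in these data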;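 further: 0% = DMSO wells with substrate and 100% = DMSO wells lacking glucose-6-phosphate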
# Active calls of the source: *; i = inactive; . = no result given.
# Each structure is followed by: SENP8 inh	SENP6 inh	MPTP inh	GRIN3A LBD mod	hIAP activ	SENP1 inh	ATG4B inhibitor	PfGluPho inh
(1) CCOc1ccc(C(=O)Nc2nnc(SCC(=O)NCC3CCCO3)s2)cc1 (configuration not stated)
    -30	10	-0.3	-1	0.8	2	-1	-1
(2) O=C(NCc1ccccc1)c1cnc(Cl)c(Cl)c1
    4	-2	-0.6	1	0.93	-1	2	-8
(3) CCC1=C(OC(=O)N(CC)CC)N2C(=O)OC(=NCc3ccccc3)[C@]2(C)[C@H]2C1=CC[C@H]1C(=O)N(CC(=O)OC)C(=O)[C@H]12
    11	-17	-1.4	2	0.93	4	-5	-12
(4) COc1ccccc1-c1nnc2sc(-c3cc4ccccc4o3)nn12
    -10	-2	3.1	-2	0.89	0	-13	1
(5) C[C@H]1CN([C@@H](C)CO)C(=O)c2cc(NC(=O)C3CCCCC3)ccc2O[C@H]1CN(C)S(=O)(=O)c1ccccc1
    5	0	-0.3	-1	0.87	1	-16	1
(6) COc1cc(OC)cc(N(C(=O)c2ccco2)C(C(=O)NC2CCCC2)c2ccc(N3CCOCC3)cc2)c1 (configuration not stated)
    7	13	-1.2	-4	1.1	2	-3	-9
(7) Cc1ccc(N2C(=O)c3ccc(C(=O)N4CCN(c5cccc(C)c5C)CC4)cc3C2=O)cc1
    33	-23	25	1	0.9	5	-3	-7
(8) O=[N+]([O-])c1ccc(NN=Cc2ccccc2)nc1
    -280	.	1.7	-4	.	-33	-2	0
(9) COc1ccc2cc(C)c3nnc(SCC(=O)Nc4nc(-c5ccc(F)cc5)cs4)n3c2c1
    -6	8	3.1	1	0.97	2	-6	4
(10) CCOC(=O)c1[nH]c2ccccc2c1NC(=O)c1cc(OC)c(OC)c(OC)c1
    -15	-6	0.6	-9	0.76	3	-11	1
(11) Cc1ccc(O)c(N=Cc2ccc(C)s2)c1
    20	1	0.1	-5	0.93	-9	-1	67*
(12) C=CCN1C(=O)CS/C1=C(\C#N)S(=O)(=O)c1ccc(C)cc1
    8	2	-0.8	-14	1.1	1	0	-14
(13) Cc1c(NC(=O)c2ncn[nH]2)cccc1-c1nc2ccccc2s1
    -7	-10	0.3	1	1.4	-3	10	-12
(14) CC(=O)c1ccc(NC(=O)CSC(=S)N2CCCC2)cc1
    17	2	2.7	1	1.1	1	-9	6
(15) COc1cc2c(C(=O)N3CCN(c4ccccc4C)CC3)c(C)oc2cc1Br
    7	-5	-5.4	1	1	3	-5	31
(16) O=C(O)Cn1cnc2scc(-c3cccs3)c2c1=O
    -30	0	0.2	0	0.99	-2	-6	-10
(17) CCc1sc(C(=O)N2CCc3cc(OC)c(OC)cc3C2CC(=O)O)cc1C (configuration not stated)
    -31	-4	0.8	3	1.2	2	-3	6
(18) O=C(C1CCN(S(=O)(=O)c2cccc3nsnc23)CC1)N1CCc2ccccc21
    8	-11	-0.6	1	1	-5	1	-3
(19) CCOc1ccc(S(=O)(=O)NCCC(=O)NCCOc2ccccc2)cc1
    22	-8	-1.4	65*	0.94	0	-1	-9
(20) Cc1cccc(C)c1NC(=O)CN(C)C(=O)c1ccccc1Cc1ccccc1
    14	3	-1.7	0	1	2	8	16
(21) CCN(CCCNC(=O)CCn1c(=O)[nH]c2ccccc2c1=O)c1ccccc1
    23	4	0.6	0	1.1	2	-17	-7
(22) Cc1cccc(-c2nc(CN3CCCC(C(=O)NC4CCCCCC4)C3)c(C)o2)c1 (configuration not stated)
    2	1	-0.9	3	0.89	-11	0	-9
(23) Cc1ccc(C=O)c([B-](F)(F)F)c1
    6	.	-1.5	.	.	2	.	-13
(24) CCC1Oc2ccccc2N(CC(=O)NCCCN2CCC(C)CC2)C1=O (configuration not stated)
    16	1	0.5	1	0.9	1	-5	-3
(25) COCCCNC(=O)c1cc(Sc2nnc(C)s2)nc2ccccc12
    3	-22	1.8	-2	0.96	-6	7	6
(26) O=C(CNCc1ccco1)Nc1ccc(N2CCCCCC2)cc1
    14	-2	-2.9	0	1.1	0	-2	3
(27) COc1ccc(C(=O)NC2(C(F)(F)F)NC(=O)N(CCCc3ccccc3)C2=O)cc1OC (configuration not stated)
    10	-5	21	-6	1.2	4	-3	8
(28) NS(=O)(=O)c1ccc(CCNC(=O)CCCOc2ccccc2)cc1
    -8	4	-1.5	0	1	1	0	-9
(29) CCC(=O)N1N=C(c2cccs2)CC1c1ccc(OC)cc1 (configuration not stated)
    -318	-12	1.4	2	1.1	1	-4	-1
(30) CN(C)CCCN(CCCNC(=O)/C=N/O)Cc1ccccc1
    16	12	0.2	-1	0.95	-1	-3	-4
(31) Cc1noc(/C=C/N(C)C)c1S(=O)(=O)N1CCCC(C(=O)NCCC2=CCCCC2)C1 (configuration not stated)
    11	-8	-2.1	-3	0.93	3	-25	5
(32) C[C@H](NC(=O)c1nc[nH]c1C(=O)OCc1ccccc1)c1ccccc1
    -62	-6	0.3	2	1.5	-2	7	14
(33) CN1CCN(c2nc3ccccc3nc2NS(=O)(=O)c2ccc(Br)cc2)CC1
    -347	11	0.3	-1	0.94	-69	-2	-55
(34) Cc1cc2c(cc1S(=O)(=O)N1CCN(c3ccccc3)CC1)OCCN2C
    -20	-10	-0.8	-3	1	0	6	0
(35) COc1ccc(-c2cc(C(F)(F)F)nc(S(C)(=O)=O)n2)cc1
    -84	-11	-0.5	1	0.83	1	-3	5
(36) Cc1nc(N2CCN(S(=O)(=O)c3ccc(Br)cc3)CC2)c2c(C)c(C)sc2n1
    9	27	0.3	1	0.89	2	8	-3
(37) CCCN(CC1CCCO1)C(=O)c1cc(COc2cccc(OC)c2)on1 (configuration not stated)
    0	-11	1.4	-3	1	1	-4	1
(38) c1csc(CNc2ncnc3ccc(-c4ccc5c(c4)OCO5)cc23)c1
    i	13	7.2	-7	0.98	2	-15	6
(39) Cc1c(C)n(CCN(C)C)c2ncnc(NCc3ccccc3)c12
    19	-12	0.2	0	1	0	0	-2
(40) Cc1cc(-c2ccccc2)c2ccc(NC(=O)C(C)(C)C)nc2n1
    -240	-1	1.3	-4	0.98	1	-4	11
(41) O=C(CNC(=O)C1COc2ccccc2O1)Nc1ccc(F)c(F)c1 (configuration not stated)
    6	-14	-2.0	3	0.91	2	-2	-1
(42) CC(C)NC(=O)CN1C(=O)c2ccccc2S1(=O)=O
    -7	16	1.6	-1	0.91	2	2	-8
(43) COc1ccc(N2C(=O)C(Cl)=C(NCc3ccccc3)C2=O)cc1
    18	-10	-1.7	-3	0.91	0	3	-3
(44) N#C/C(=N\Nc1cccc(Cl)c1)C(=O)c1ccccc1
    31	87*	96*	3	1	1	16	-1
(45) CC(C)n1cc(C(=O)N2CCCC(N3CCN(c4cccc(Cl)c4)CC3)C2)cn1 (configuration not stated)
    9	-12	2.4	4	1.4	0	7	4
(46) Cc1ccc(S(=O)(=O)NN2C(=O)c3ccccc3NC2c2ccccc2O)cc1 (configuration not stated)
    -382	14	-1.0	-1	1	1	8	-6
(47) Cc1onc(-c2c(F)cccc2Cl)c1C(=O)OCC(=O)NCc1ccccc1
    2	4	-0.5	0	0.94	-3	-8	5
(48) CCCn1c(N2CCN(C(=O)Nc3ccc(Cl)cc3)CC2)nc2ccccc21
    7	-7	0.0	-2	1.2	-1	6	3
(49) CCNC(=O)/C(=C\c1ccc2c(c1)OCO2)NC(=O)c1ccc(Br)cc1
    10	-2	-1.6	-2	1.1	-20	-2	-1
(50) CC(=O)c1cnc(N(C)C)s1
    9	4	-1.1	-1	0.98	0	5	0
(51) COc1cccc(N2CCN(CC(=O)Nc3ccc(SC(F)F)cc3)CC2)c1
    6	-10	1.5	-9	0.85	1	-9	11
(52) COc1cc(C(=O)NCc2nnc(SCC(=O)Nc3c(C)cc(C)cc3C)o2)cc(OC)c1OC
    19	-6	1.0	-2	1.2	2	-7	0
(53) CCOC(=O)c1cnc(Nc2nc3ccccc3o2)nc1CSC(=S)N1CCCCC1
    -1	9	1.4	-2	1.2	-3	-2	-19
(54) CCCOC1CCCN(Cc2nc(-c3ccc(C(=O)OC)cc3)no2)C1 (configuration not stated)
    7	-5	1.1	-1	0.94	4	-7	14
(55) O=C(CCNS(=O)(=O)c1ccccc1)OCc1nc2ccsc2c(=O)[nH]1
    6	-8	-2.4	0	1.1	-1	-4	-9
(56) CCOC(=O)c1sc(NC(=O)c2ccc3nc[nH]c3c2)nc1C
    -84	81*	0.4	-7	1.4	-63	0	-20
(57) C/C(=N\NC(=O)c1ccncc1)c1ccc(N(C)C)cc1
    13	-3	-1.0	0	1.1	-9	-2	7
(58) CCN(C(=O)CSc1nnc(Nc2ccccc2C)s1)C1CCS(=O)(=O)C1 (configuration not stated)
    5	-8	-0.5	0	1	1	25	1
(59) COC(=O)CCCC1=CC2=CC(=O)C(C)(OC(=O)c3cccs3)C(=O)C2=CN1CCc1ccccn1 (configuration not stated)
    40*	8	0.9	2	1	-29	-6	70*
(60) COc1ccc(S(=O)(=O)N/N=C(/C)c2ccncc2)c(OC)c1
    3	-4	-0.7	0	1	2	4	5

# More entries follow:
# Each structure is followed by: SENP8 inh	SENP6 inh	MPTP inh	GRIN3A LBD mod	hIAP activ	SENP1 inh	ATG4B inhibitor	PfGluPho inh
(61) Cc1cc(NC(=S)N(CCCN2CCOCC2)Cc2ccco2)ccc1Cl
    13	1	1.5	13*	1	-2	-14	2
(62) COc1ccc(NC(=O)OC(CN2CCCCC2)C(F)(F)F)cc1 (configuration not stated)
    9	5	-1.9	4	1.1	2	-7	4
(63) Cc1cc2c(c(=O)n1Cc1ccccn1)C(C(C)C)C(C#N)=C(N)O2 (configuration not stated)
    -53	-21	-0.4	6	0.95	-10	-14	14
(64) O=C(N/N=C/c1ccco1)c1cc(-c2ccc(Br)s2)[nH]n1
    -2	-6	6.6	0	0.98	0	3	-15
(65) CCOc1ccc2nc(NC(NC(C)=O)(C(=O)OC)C(F)(F)F)sc2c1 (configuration not stated)
    0	-6	-0.6	1	0.89	2	-1	3
(66) Nc1ncnc(Nc2cc(C(F)(F)F)cc(C(F)(F)F)c2)n1
    13	-12	2.9	3	1.2	1	7	-2
(67) O=C(NCCOC(=O)c1c(F)cccc1Cl)c1c(F)cccc1Cl
    12	.	4.3	0	.	0	-6	-4
(68) C=C(C)CN1C(=O)c2ccccc2C1=O
    12	-32	-0.4	1	0.95	0	3	-21
(69) COC(=O)[C@H](Cc1ccccc1)NC(=O)NCC1CCCO1 (some centres not stated)
    4	8	-2.9	14*	0.93	2	-5	-2
(70) Cc1cccc(C)c1NC(=S)N(CCc1ccncc1)C(C)C
    18	1	2.5	0	0.93	2	-4	9
(71) C[C@@H](NC(=O)c1nc[nH]c1C(=O)OCc1ccccc1)c1ccccc1
    -23	2	-4.2	-3	1.9	0	4	-4
(72) COc1ccccc1C(=O)Nc1ccnn1C1CCN(CC2CC=CCC2)CC1 (configuration not stated)
    16	-7	-1.8	4	1.2	-10	3	5
(73) Cc1cc(C)nc(-n2nc(C)cc2NC(=O)c2cccc(S(=O)(=O)N3CCOCC3)c2)n1
    18	.	-0.6	-1	.	3	2	-23
(74) Cc1oc2c(C)c3oc(=O)c4c(c3cc2c1C)CCCC4
    -233	11	0.5	-12	1.1	-118	12	-5
(75) Cc1nn(-c2ccccc2)c2c1C(c1ccc(Cl)cc1)N(c1ccccc1)C(=O)N2 (configuration not stated)
    -17	9	2.4	-1	0.87	-9	0	9

# Whole records from above.
# Cc1cccc(C)c1NC(=S)N(CCc1ccncc1)C(C)C across the screens: SENP8 inh = 18; SENP6 inh = 1; MPTP inh = 2.5; GRIN3A LBD mod = 0; hIAP activ = 0.93; SENP1 inh = 2; ATG4B inhibitor = -4; PfGluPho inh = 9
# C=C(C)CN1C(=O)c2ccccc2C1=O across the screens: SENP8 inh = 12; SENP6 inh = -32; MPTP inh = -0.4; GRIN3A LBD mod = 1; hIAP activ = 0.95; SENP1 inh = 0; ATG4B inhibitor = 3; PfGluPho inh = -21
# Cc1oc2c(C)c3oc(=O)c4c(c3cc2c1C)CCCC4 across the screens: SENP8 inh = -233; SENP6 inh = 11; MPTP inh = 0.5; GRIN3A LBD mod = -12; hIAP activ = 1.1; SENP1 inh = -118; ATG4B inhibitor = 12; PfGluPho inh = -5
